From PubChem BioAssay
NPC1 promoter act – activates the NPC1 promoter; Huh7 NPC1 promoter luciferase reporter, 24 h; 320,000 compounds, 2.4% hits; Potency, µM (top dose mostly 9.22 µM), for inactives: at the top dose activation, actives largely listed as activators; AID 485313;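 further: potency means the concentration at half of the fitted maximal effect; % of control where 0% means no effect; nearly all actives have a fitted effect of over 60% in size; reporter is driven by a mutant NPC1 promoter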
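Readout is luciferase luminescence, reflecting NPC1 promoter activation in stably transfected Huh7 cells after 24 h compound exposure at 37 °C in reduced-serum medium with 10% FBS.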
Tb PFK inh – blocks T. brucei phosphofructokinase; O15648; AID 485367; T. brucei PFK, ADP-Glo luminescence; 330,000 compounds, 0.17% hits; Potency, µM (titrated, usually from 57.5 µM), for the others: at the highest dose activity, negative = inhibition, usual class: inhibitors;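 further: potency means the concentration at half of the fitted maximal effect; 0% = uninhibited 1x PFK enzyme wells and -100% = no-enzyme wells; nearly all actives have a fitted effect of over 60% in size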
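1.25 nM PFK with 0.5 mM F6P and 0.1 mM ATP in 0.1 M TEA pH 8.0, 5 mM MgCl2, incubated 45 min at room temperature; ADP measured by ADP-Glo luminescence; compounds titrated up to 57 uM.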
ELG1 genotox – genotoxicity induction in ELG1-luciferase HEK293T cells | HEK293T ELG1-luciferase reporter, luminescence, 16 h | Potency, µM (top dose mostly 46 µM), for the others: top-dose activity change, positive = activation, hits mostly activators | 330,000 compounds, 1.3% hits | AID 504466; further: potency means the concentration at half of the fitted maximal effect; % of control where 0% means no effect; nearly all actives have a fitted effect of over 60% in size
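Reporter readout depends on ELG1 protein level, which increases with genetic stress. After 16 hr compound exposure at 37 °C, luciferase activity was quantified using ONE-Glo.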
RORgamma inh – blocks mouse ROR gamma transcriptional activity; P51450; Drosophila S2 Gal4-RORgamma UAS-luciferase reporter, 20 h; Potency, µM (top dose mostly 53.6 µM), inactives show at the top dose activity change, negative = inhibition, most hits filed as inhibitors; 310,000 compounds, 5.4% hits; AID 2551; further: potency means the concentration at half of the fitted maximal effect; on the % scale 0 is the no-effect control and ±100 the full control effect; nearly all actives have a fitted effect of over 60% in size
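Schneider cells (Drosophila), stable Gal4 DBD–ROR gamma + UAS-luc; 1 hr cmpd preincubation; Cu2+ induction 700 uM final; 20 hr ambient; luminescence.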
Rab9 prom act – Rab9 promoter activation; Potency, µM (highest dose often 9.22 µM), inactives show at the highest dose activation, negative = inhibition, most hits filed as activators; 320,000 compounds, 2.8% hits; Huh7 Rab9 promoter-luciferase reporter, luminescence, 24 h; further: potency means the concentration at half of the fitted maximal effect; % of control where 0% means no effect; nearly all actives have a fitted effect of over 60% in size
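Huh7 reporter line, Rab9 promoter upstream of luciferase. Compound exposure 24 h at 37 °C in reduced-serum medium with 10% FBS. Read-out: luminescence.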
ELG1 repair inh – blocks ELG1-dependent DNA repair in HEK293T cells | HEK293T ELG1-luciferase reporter, luminescence, 16 h; DNA damage induced by 5-fluorouridine | Potency, µM (top dose mostly 46.1 µM), for the others: at the highest dose activity change, negative = inhibition, hits mostly inhibitors | 330,000 compounds, 2.3% hits; further: potency means the concentration at half of the fitted maximal effect; on the % scale 0 is the no-effect control and ±100 the full control effect; nearly all actives have a fitted effect of over 55% in size
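Cells (2,000 per well) received 5-fluorouridine plus test compound or DMSO and were incubated 16 hr at 37 °C, 5% CO2. Luciferase activity was read by luminescence 30 min after ONE-Glo addition; signal suppression marked inhibition of damage-induced ELG1 function.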
VP16 counter – counter-screen for ROR gamma inhibitors: Gal4-VP16 reporter | Drosophila S2 Gal4-VP16 UAS-luciferase, luminescence, 20 h | AID 2546 | Potency, µM (titrated, usually from 53.6 µM), without a hit: at the highest dose activity, negative = inhibition, actives largely listed as inhibitors | 310,000 compounds, 3.5% hits;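 further: Gal4-VP16 expression switched on by copper sulfate through the metallothionein promoter; potency means the concentration at half of the fitted maximal effect; on the % scale 0 is the no-effect control and ±100 the full control effect; nearly all actives have a fitted effect of over 50% in size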
p53 reactivator – restores transcriptional activity of mutant p53. 320,000 compounds, 0.063% hits. H1299 p53-A138V BP100-luciferase reporter, luminescence, 24 h. AID 504706. Potency, µM (top dose mostly 92.2 µM), without a hit: at the highest dose activity change, positive = activation, most hits filed as activators; further: potency means the concentration at half of the fitted maximal effect; % of control where 0% means no effect; nearly all actives have a fitted effect of over 45% in size
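p53-null H1299 cells stably carrying temperature-sensitive p53-A138V and a BP100-luciferase reporter were pinned with compounds (4-point, 1:5 series) and held 24 hrs at 37 deg C. Luminescence was read 10 min after detection reagent.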
BRCA1 expr up – increases BRCA1 expression | MCF7-BRCA1-FFLuc reporter, luminescence, 48 h; response scale: scaled: vehicle 0%, 10 µM genistein 100% | 380,000 compounds, 1.1% hits | Potency, µM (top dose mostly 46.1 µM), without a hit: at the top dose activation, actives largely listed as activators | AID 624202; further: potency means the concentration at half of the fitted maximal effect; nearly all actives have a fitted effect of over 80% in size; some results filed as inactive show a strong effect at the top dose
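Reporter cells (MCF7, BRCA1 promoter-firefly luciferase) received library compounds across a concentration series for 48 h. End-point luminescence was measured and concentration-effect curves derived after normalization.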
FLuc modulator – counter-screen for miR-21 project: firefly luciferase inhibitors or activators; 360,000 compounds, 6.9% hits; purified FLuc, Km substrates, luminescence inhibition; AID 588342; Potency, µM (doses to about 57.5 µM), for inactives: top-dose activity change, negative = inhibition, actives largely listed as inhibitors;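 further: potency means the concentration at half of the fitted maximal effect; plate controls were vehicle for no effect and reference inhibitor for full effect; nearly all actives have a fitted effect of over 55% in size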
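Purified P. pyralis luciferase (10nM final) with 10uM D-luciferin and 10uM ATP (Km levels) in 50mM Tris acetate pH 7.5, 10mM Mg acetate, 0.01% Tween-20, 0.05% BSA; qHTS 6-point titration, ~60 µM downward; luminescence read.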
TRPV1 ag – agonists of human vanilloid receptor 1 (TRPV1) | Q8NER1 | AID 540275 | TRPV1-expressing cells, Fluo-8 calcium influx, agonist mode | 320,000 compounds, 0.19% hits | activation, % at 8.33 µM; in the data active means activation above about 80%; inconclusive means between about 30% and that limit; further: 0% is about no effect
Target sequence (Q8NER1 whole entry, looked up): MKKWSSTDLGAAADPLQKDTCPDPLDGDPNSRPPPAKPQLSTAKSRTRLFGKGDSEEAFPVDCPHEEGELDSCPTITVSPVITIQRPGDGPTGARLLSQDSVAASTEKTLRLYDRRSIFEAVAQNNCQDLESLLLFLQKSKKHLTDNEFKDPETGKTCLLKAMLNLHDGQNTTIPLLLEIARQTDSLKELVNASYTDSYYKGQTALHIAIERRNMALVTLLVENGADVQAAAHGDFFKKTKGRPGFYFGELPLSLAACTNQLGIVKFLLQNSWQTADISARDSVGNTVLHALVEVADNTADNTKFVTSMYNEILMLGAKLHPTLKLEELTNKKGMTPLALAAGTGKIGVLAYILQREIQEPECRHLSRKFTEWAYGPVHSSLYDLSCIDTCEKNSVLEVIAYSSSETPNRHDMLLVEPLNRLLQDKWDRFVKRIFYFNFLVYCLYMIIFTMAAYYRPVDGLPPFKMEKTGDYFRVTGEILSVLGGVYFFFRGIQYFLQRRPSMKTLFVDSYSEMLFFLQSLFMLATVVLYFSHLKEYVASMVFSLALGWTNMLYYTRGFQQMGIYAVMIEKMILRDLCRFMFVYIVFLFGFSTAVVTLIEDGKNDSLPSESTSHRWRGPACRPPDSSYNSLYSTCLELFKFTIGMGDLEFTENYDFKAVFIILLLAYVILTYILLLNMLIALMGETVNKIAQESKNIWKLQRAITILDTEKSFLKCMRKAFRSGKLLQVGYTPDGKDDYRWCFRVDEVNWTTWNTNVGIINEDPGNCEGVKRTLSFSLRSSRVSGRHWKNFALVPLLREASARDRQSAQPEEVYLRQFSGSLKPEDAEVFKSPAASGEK
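Cells expressing TRPV1 were dye-loaded with Fluo-8 and read kinetically: 10 s baseline, 3 min after compound (agonist portion), then 2 min after EC20 capsaicin (allosteric enhancer portion). Calcium-bound dye fluorescence at 480/520 nm.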
An asterisk follows results filed as active; ? = inconclusive; · = not tested or not shown; [ ] = dose if it differs, or a comment. Unless noted, the call rests on the fitted dose curve; in most records, active means well fitted curve in the direction sought with a large enough effect; inconclusive means small, poorly fitted or top-dose-only effect, or another doubt; inactive means no such curve, though single readings can be large; an effect the other way counts as inactive or inconclusive.

SMILES | NPC1 promoter act | Tb PFK inh | ELG1 genotox | RORgamma inh | Rab9 prom act | ELG1 repair inh | VP16 counter | p53 reactivator | BRCA1 expr up | FLuc modulator | TRPV1 ag
O=C(Nc1cccc(NC(=O)c2cccs2)c1)c1cccnc1 | -1% | 1% | -7% | 7% | -1% | ? | 7% | -2% | -53% | ? | -1
O=C(C1CCCN(c2ncnc3c2nc2n3CCCCC2)C1)N1CCN(c2ccc(F)cc2)CC1 (configuration not stated) | -1% | 2% | -12% | 0% | -2% | ? | 5% | -9% | 0% | -1% | 30
O=C(C1=C[C@H](C2CC2)C[C@H](OCCCCO)O1)N1CCOCC1 | -2% | -5% | 8% | -21% | -4% | 21% | -8% | -1% | 3% | 0% | 0
Cc1nc(-c2ccccn2)sc1C(=O)O | 4% | 1% | 5% | 18% | 19% | ? | -13% | 8% | 56% | -20% | 0
O=C(Nc1ccc(F)c(F)c1)C1CCN(S(=O)(=O)c2cccs2)CC1 | 1% | -16% | -2% | · | -1% | ? | · | 4% | -35% | · | ?
COCC(C)NC(=O)CCSc1nc(-c2ccc(OC)cc2)cc(C(F)(F)F)n1 (configuration not stated) | -3% | -2% | -8% | ? | -3% | ? | -2% | -10% | -34% | 5% | 2
CC(NC(=O)/C(=C/c1ccc2c(c1)OCO2)NC(=O)c1cccc([N+](=O)[O-])c1)C(=O)O (configuration not stated) | 1% | -2% | -1% | -11% | 0% | 6% | -2% | 2% | 3% | -10% | -4
CCOC(=O)CN(c1cc([N+](=O)[O-])ccc1OC)S(C)(=O)=O | 8% | 0% | 0% | -17% | 0% | 23% | ? | 0% | -34% | 0% | -12
Cc1ccc(-c2cnc(NC(=O)CCC(=O)N(C)Cc3ccccc3)n2C)cc1 | -3% | 0% | -7% | 2.2µM* | 3% | -1% | 4.5µM* | -2% | -2% | -17% | 10
CCOC(=O)C1CCN(S(=O)(=O)c2ccc(CNC(=O)c3ccccc3)s2)CC1 | 0% | 0% | 0% | 2% | 1% | -1% | -1% | 14% | 20% | -2% | -4
CCN(CC)c1ccc2c(Nc3ccccc3)c(C=O)c(=O)oc2c1 | -3% | 4% | 18% | 3% | -1% | 29% | 10% | 0% | -3% | ? | 13
COc1cccc(OC)c1C(=O)Nc1ccc(NC(=O)c2ccco2)cc1 | 2% | 0% | 7% | 0% | -2% | 6% | 7% | 12% | 8% | -3% | 6
CCOC(=O)C1CCCN(C(=O)c2cc3c(C)nc4ccccc4c3o2)C1 (configuration not stated) | 0% | -1% | -9% | 28% | -7% | ? | -17% | -7% | -24% | 0% | 21
CCOc1ccc(C(=O)Nc2ccc3c(c2)C(=O)NC3=O)cc1 | 1% | 2% | 8% | -20% | -8% | 11% | -13% | · | -12% | -1% | 25
Cc1ccc(CNC(=O)CN(c2cccc([N+](=O)[O-])c2)S(=O)(=O)c2ccccc2)cc1 | -5% | 0% | -5% | 11% | -4% | -25% | -13% | 6% | -36% | 0% | 12
CC(C)(C)c1ccc(C(=O)NCc2nnc(SCC(=O)N3CCCc4ccccc43)n2-c2ccccc2)cc1 | -2% | 0% | -5% | ? | -1% | -18% | 3% | -15% | 10% | 7% | -6
CCOc1ccccc1OCC(=O)OCC(=O)c1c(C)[nH]c2ccccc12 | 1% | 0% | -7% | · | -1% | -3% | · | 8% | -18% | -4% | 1
O=C(COc1ccccc1)Nn1c(-c2ccccc2)nc2ccccc2c1=O | 1% | -6% | -5% | 20% | -3% | -7% | 13% | -1% | -14% | 5% | 2
CC(C)(C)c1cc(NC(=O)CSc2nnc(NCc3ccccc3)s2)n(-c2ccccc2)n1 | -1% | 1% | -12% | ? | 0% | 23µM* | ? | 8% | 4% | 19µM* | -1
COc1ccc(-n2ncc3c2CC(C)(C)CC3NC(=O)CSc2ccccn2)cc1 (configuration not stated) | -3% | -2% | -6% | 13% | -2% | ? | -26% | 2% | -3% | -3% | 8
COc1cc(/C=N/NC(=O)c2ccc(=O)[nH]n2)ccc1O | 12% | 5% | 0% | 3% | -9% | 10% | -16% | 0% | -14% | -3% | -5
CCOC(=O)C1=C(C)NC(C)=C(C(=O)OCC)C1c1cc(N)ccc1OC(F)F | -5% | -11% | -10% | 5%[0.365 µM] | -2% | ? | · | -5% | -9% | 3% | -1
COc1ccc(NC(=O)c2cccc(N3C(=O)C4C5C=CC(C6CC56)C4C3=O)c2)cc1 (configuration not stated) | -3% | -4% | -23% | ? | -4% | 23µM* | -26% | -15% | -17% | 5% | 17
O=C(CCSc1ccc(Cl)cc1)N1CCCCCC1 | ? | 1% | 14% | -4% | 3.5µM* | ? | ? | ? | 13µM* | 19µM* | ?
Cc1ccc2oc(C(=O)Nc3nonc3C)c(C)c2c1 | ? | 0% | ? | 8% | 3.2µM* | ? | -2% | ? | -9% | 7.6µM* | ?

Remaining list, next part.
SMILES | NPC1 promoter act | Tb PFK inh | ELG1 genotox | RORgamma inh | Rab9 prom act | ELG1 repair inh | VP16 counter | p53 reactivator | BRCA1 expr up | FLuc modulator | TRPV1 ag
COCCSc1nnc(NS(=O)(=O)Cc2ccccc2)s1 | 2% | 2% | 17% | 16% | 2% | 18% | 15% | 9% | 22% | -16% | 0
CCOC(=O)C1CN(S(=O)(=O)c2cc(OC)ccc2OC)C1 | -1% | 1% | 1% | 1% | -6% | -7% | -14% | -1% | -1% | 0% | 3
O=C(c1cccc(C(F)(F)F)c1)C1CCCN(C(=O)C2CCOCC2)C1 (configuration not stated) | -1% | -8% | -2% | 3% | 2% | 3% | 2% | -6% | -1% | 0% | -2
CCCCCCSC1=C(C#N)C(=O)NC2(CCCCC2)S1 | 3% | 1% | ? | ? | -2% | ? | ? | 24% | 0% | 24µM* | 3
CN(CCNC(=O)CCNC(=O)Cn1ccc2ccccc2c1=O)Cc1ccccc1 | 1% | 1% | 0% | 0% | 5% | 3% | -10% | -5% | -19% | 0% | 0
Cc1ccc(-c2nc(NC(=O)c3cc(C(C)(C)C)nn3C)sc2C)cc1Cl | -4% | -15% | -5% | -13% | -9% | 4.6µM* | -2% | 3% | -50% | -2% | -1
CCn1c(C)csc1=NC(=O)c1ccccc1O | 2.8µM* | -4% | ? | ? | 2.8µM* | ? | -23% | 6% | 9% | 13µM* | ·
Cc1ccc(C)c(CSc2nnc(-c3ccccn3)n2N)c1 | 5% | 0% | -4% | -14% | 14% | 15% | -12% | -1% | 11% | -10% | -2
CC(=O)Nc1cc2c(cc1NC(=O)Cn1nc(-c3ccccc3)ccc1=O)OCCO2 | 2% | 0% | -7% | -15% | 3% | 10% | -14% | 4% | -7% | 0% | -2
Cc1ccc2cc(C(c3nnnn3Cc3ccccc3)N3CCc4ccccc43)c(=O)[nH]c2c1C (configuration not stated) | -4% | 1% | -1% | 11% | -2% | -9% | 5% | -6% | -20% | -1% | -1
CN(C)CCNC(=S)Nc1cccc(Cl)c1 | -2% | 1% | 0% | -15% | -6% | -10% | -8% | 4% | -3% | -3% | 0
COc1cc(C(=O)Nc2ccc(Cl)c(C(F)(F)F)c2)cc(OC)c1OC | 0% | 0% | 2% | ? | 9% | 5.2µM* | 3% | -6% | -53% | 21µM* | 1
N#C/C(=C\c1cc2ccccc2nc1N1CCOCC1)C(=O)Nc1ccc(N2CCOCC2)cc1 | -7% | 1% | -4% | -6% | -3% | 12µM* | 3% | -8% | -18% | -1% | ?
Cc1ccccc1C(=O)Nc1ccccc1C(=O)NC1CC1 | -3% | 0% | -2% | -24% | -3% | 6% | -2% | 6% | -1% | -1% | 7
COCCNC(=O)c1ccc(N2CCCCC2)c(NS(=O)(=O)c2ccc(C)cc2)c1 | 1% | -5% | -1% | -25% | -3% | 0% | -29% | 1% | 20% | -12% | 4
O=Cc1ccc(-c2ccc(C(=O)O)cc2)o1 | 0% | 1% | 2% | 1% | -2% | 23% | 1% | 9% | 52% | -11% | 1
Fc1ccc(OCc2nc(-c3ccncc3)n[nH]2)cc1 | -3% | 0% | -6% | 40% | 0% | -11% | 2% | 1% | 14% | -10% | 2
CCOC(=O)C1=C(c2ccccc2)N=C2SCC(=O)N2C1c1ccc(OC)c(OC)c1 (configuration not stated) | -1% | -6% | 12% | 1% | 2% | ? | 3% | -1% | 0% | 3% | 12

Look-ups from above.
`N#C/C(=C\c1cc2ccccc2nc1N1CCOCC1)C(=O)Nc1ccc(N2CCOCC2)cc1` in p53 reactivator shows -8%
`COc1cc(C(=O)Nc2ccc(Cl)c(C(F)(F)F)c2)cc(OC)c1OC` in NPC1 promoter act shows 0%
